TWEAK-Fn14 inh: blocks TWEAK-Fn14 interaction in a reporter cell assay | TWEAK-stimulated Fn14 reporter cells, luciferase luminescence, 8 h | hit rate 2% among 360,000 | inhibition, % at 10 µM | AID 1159606; in the data active = inhibition above about 50%
LMP1 NFkB inh: inhibitors of Epstein-Barr LMP1-induced NF-kappaB reporter | inhibition, % at 12.5 µM | hit rate 0.69% among 350,000 | LMP1-induced NF-kappaB luciferase reporter cells, luminescence | AID 504558; in the data active = inhibition above about 41%;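 also: 0% = neutral control wells and 100% = reference inhibitor control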
TROY NFkB inh: blocks TROY-dependent signaling in reporter cells; Q293 LMP1-TROYcd NF-kB luciferase reporter, 4 h; inhibition, % at 10 µM; hit rate 0.98% among 360,000; AID 1347056;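 active = compounds whose plate-normalised and pattern-corrected inhibition of the luciferase reporter signal at the single screening dose is 50% or more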
C8 TRAIL sens: sensitizes caspase-8 expressing cells to TRAIL. inhibition (viability loss, TRAIL sensitization), % at 10 µM. hit rate 1% among 360,000. NB7+C8 cells + TRAIL, ATPlite viability luminescence. AID 624354;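 active = compounds causing at least 50% loss of cell viability in the single-dose screen, relative to plate controls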
NOD2 RIPK2 PPI: inhibitors of human NOD2-RIPK2 interaction; O43353; CHO BLA complementation NOD2-RIPK2, CCF4 ratio; inhibition, % at 4.98 µM; hit rate 0.38% among 360,000; in the data active = inhibition above about 21%;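 also: 0% = vehicle only and 100% = reference blocker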
SRC1 inh: human NCOA1 inhibition; inhibition, % at 3.6 µM; AID 588354; hit rate 0.12% among 360,000; HEK293 GAL4-SRC1 luciferase reporter, luminescence; Q15788;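 active = inhibition above the campaign mean plus 3 SD, with each screening campaign given its own cutoff, cut at about 60% in these data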;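 also: 0% = DMSO treated cells and 100% = gossypol at 36 µM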
SRC3 inh: inhibits human SRC3 coactivator; Q9Y6Q9; HEK293 GAL4-SRC3 luciferase reporter, luminescence; inhibition, % at 3.6 µM; hit rate 0.17% among 360,000; AID 588352;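 active = inhibition above a per-campaign cutoff, the mean of all compounds plus 3 SD, cut at about 60% in these data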;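 also: 0% = DMSO-treated cells and 100% = gossypol-treated cells at 36 µM; higher means less SRC3-driven luciferase light from the GAL4 reporter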
TLR9-MyD88 block: inhibitors of human TLR9-MyD88 binding. Q9NR96+Q99836. CHO BLA complementation TLR9-MyD88, CCF4 FRET ratio. inhibition, % at 4.98 µM. hit rate 0.21% among 340,000. AID 504734;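 active = inhibition above the mean over all tested compounds plus 3 SD, cut at about 21% in these data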;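 also: 0% = DMSO only wells and 100% = clavulanate BLA inhibitor control wells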
NR5A2 inv ag: suppresses constitutive activity of human LRH-1; inhibition, % at 3.6 µM; O00482; HEK293T StAR-luciferase reporter, LRH-1 transfected, 24 h; hit rate 0.13% among 360,000;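 active = inhibition above the mean inhibition of all tested compounds plus 3 SD, cut at about 73% in these data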;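 also: 0% = DMSO wells and 100% = reporter-only cells lacking LRH-1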
NCOA2 inhibitor: human SRC2 (NCOA2) inhibition. inhibition, % at 9 µM. Q15596. hit rate 0.17% among 370,000. HEK293 GAL4-SRC2 luciferase reporter, luminescence;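 active = inhibition above the mean inhibition of all tested compounds plus 3 SD, set per campaign, cut at about 52% in these data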;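 also: 0% = DMSO treated cells and 100% = cells given Gossypol at 36 µM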
Target sequence (Q15596 whole entry, looked up, the tested form may be a part): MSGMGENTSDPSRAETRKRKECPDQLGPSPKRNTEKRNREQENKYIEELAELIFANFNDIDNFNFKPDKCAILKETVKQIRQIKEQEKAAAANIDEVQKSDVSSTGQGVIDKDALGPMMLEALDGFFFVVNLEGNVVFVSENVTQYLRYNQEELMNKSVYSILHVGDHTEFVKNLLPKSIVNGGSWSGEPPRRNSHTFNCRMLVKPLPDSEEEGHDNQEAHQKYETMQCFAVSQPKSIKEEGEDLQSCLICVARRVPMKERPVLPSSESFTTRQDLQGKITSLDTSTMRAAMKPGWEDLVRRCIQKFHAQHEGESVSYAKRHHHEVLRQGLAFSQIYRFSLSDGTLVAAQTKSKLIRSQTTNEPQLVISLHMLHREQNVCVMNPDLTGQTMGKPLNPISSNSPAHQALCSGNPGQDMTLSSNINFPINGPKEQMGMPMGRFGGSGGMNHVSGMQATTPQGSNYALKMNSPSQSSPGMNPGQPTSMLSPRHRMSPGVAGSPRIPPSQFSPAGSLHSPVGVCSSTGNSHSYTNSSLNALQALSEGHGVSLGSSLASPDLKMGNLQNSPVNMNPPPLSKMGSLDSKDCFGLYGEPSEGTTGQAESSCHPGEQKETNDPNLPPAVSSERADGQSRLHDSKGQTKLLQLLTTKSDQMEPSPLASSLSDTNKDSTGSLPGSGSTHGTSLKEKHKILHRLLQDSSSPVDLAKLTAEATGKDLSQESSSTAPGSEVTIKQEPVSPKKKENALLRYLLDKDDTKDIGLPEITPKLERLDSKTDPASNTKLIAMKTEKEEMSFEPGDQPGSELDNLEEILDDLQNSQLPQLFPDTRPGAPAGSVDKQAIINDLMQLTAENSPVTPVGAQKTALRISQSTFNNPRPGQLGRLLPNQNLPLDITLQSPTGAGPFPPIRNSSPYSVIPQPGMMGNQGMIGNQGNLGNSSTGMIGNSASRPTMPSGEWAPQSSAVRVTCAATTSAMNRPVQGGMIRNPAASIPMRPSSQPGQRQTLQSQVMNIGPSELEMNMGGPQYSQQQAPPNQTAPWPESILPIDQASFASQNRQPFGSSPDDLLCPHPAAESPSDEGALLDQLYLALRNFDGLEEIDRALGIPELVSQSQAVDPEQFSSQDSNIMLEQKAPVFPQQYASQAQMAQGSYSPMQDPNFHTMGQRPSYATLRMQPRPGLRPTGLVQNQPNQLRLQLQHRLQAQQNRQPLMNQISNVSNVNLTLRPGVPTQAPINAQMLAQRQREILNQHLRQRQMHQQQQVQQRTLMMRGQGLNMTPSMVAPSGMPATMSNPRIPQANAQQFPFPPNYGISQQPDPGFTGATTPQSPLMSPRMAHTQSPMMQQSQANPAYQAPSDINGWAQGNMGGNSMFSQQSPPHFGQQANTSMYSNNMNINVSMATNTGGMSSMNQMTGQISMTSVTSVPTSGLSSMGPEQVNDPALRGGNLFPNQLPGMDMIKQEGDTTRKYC
NR2F2 inh: NR2F2 (human) inhibition, primary screen; HEK293T NGFI-A luciferase reporter, luminescence; hit rate 0.7% among 370,000; inhibition, % at 8.6 µM; P24468; AID 686940;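 active = inhibition above a per-plate cutoff, mean inhibition of test wells between control levels plus 3 SD, cut at about 38% in these data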;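 also: cells cotransfected with COUP-TFII expression vector driving the NGFI-A reporter; 0% = median of COUP-TF2 test wells and 100% = reporter-only cells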
Active calls of the source: *; x = not tested or not shown. The list is partial (hit frequency here may not be typical).

SMILES	TWEAK-Fn14 inh	LMP1 NFkB inh	TROY NFkB inh	C8 TRAIL sens	NOD2 RIPK2 PPI	SRC1 inh	SRC3 inh	TLR9-MyD88 block	NR5A2 inv ag	NCOA2 inhibitor	NR2F2 inh
O=C(CCC(=O)N1C[C@H]2C[C@@H](C1)c1cccc(=O)n1C2)NCc1cccc(C(F)(F)F)c1	-1	11	-11	-5	-3	-8	-3	10	8	6	-12
CCOC(=O)Cn1cc(C(=O)c2ccccc2F)c2ccccc21	6	5	-31	-16	-10	1	-16	-1	9	-37	-2
COc1cccc(C(=O)C2CCCN(Cc3cnn(C(C)C)c3)C2)c1 (stereo not given)	-6	7	-5	-2	-14	13	8	-9	-6	-24	3
Cc1ccccc1CS(=O)(=O)Cc1ccc(C(=O)N2CCC3(CC2)OCCO3)o1	-4	-15	12	-3	-5	-3	16	-7	10	-17	2
O=c1[nH]c(=S)n(-c2ccc(Cl)cc2)c(O)c1/C=N/N1CCOCC1	-18	-4	2	-13	-4	10	-24	-4	12	-4	-19
CC1(C)C2([N+](=O)[O-])CN3CN(C2)CC1([N+](=O)[O-])C3	2	-8	6	0	-1	2	-19	3	15	14	15
C=CCC1(CN2CCCCCC2=O)C(=O)NC(=O)NC1=O	7	0	4	1	-5	-4	17	-3	5	-40	4
COc1ccc(NC(=O)c2cn(CCC#N)nc2-c2ccc([N+](=O)[O-])cc2)cc1	2	-5	3	-14	11	-4	8	13	0	0	4
COC(=O)C1=C(c2ccccc2OCc2ccccc2)C[C@@H]2CC[C@H]1N2C	-14	-4	-9	0	-3	-18	-11	-12	-11	7	-14
CCN(CC)c1ccc(/C=N/c2sc3c(c2C#N)C2CCN3CC2)c(O)c1	3	-14	17	22	-2	-16	-2	10	25	x	x
Cc1ccc(N)cc1C	-7	2	-2	-11	-7	-19	-9	6	-13	5	1
O=C(N1CCCCCC1)N1CC1	5	-7	-12	-10	0	-9	14	-7	-2	-17	-4
CC(C)CC1C(C#N)=C(N)Oc2c1c(=O)oc1ccccc21 (stereo not given)	0	1	-14	16	-9	-20	-23	-12	7	7	17
O=c1[nH]c(=S)[nH]c(O)c1N=Nc1ccc(OC(F)F)cc1	20	13	-23	26	-4	-24	-43	8	-38	-64	-44
CCCN(CCC)C1Cc2cc(OC)c(OC)cc2C1	-5	-2	10	1	-13	-17	-1	4	-27	21	-4

3 compounds out of the list, arranged by heavy-atom count, low to high:
SMILES	TWEAK-Fn14 inh	LMP1 NFkB inh	TROY NFkB inh	C8 TRAIL sens	NOD2 RIPK2 PPI	SRC1 inh	SRC3 inh	TLR9-MyD88 block	NR5A2 inv ag	NCOA2 inhibitor	NR2F2 inh
CC(C)CC1C(C#N)=C(N)Oc2c1c(=O)oc1ccccc21 (stereo not given)	0	1	-14	16	-9	-20	-23	-12	7	7	17
CCN(CC)c1ccc(/C=N/c2sc3c(c2C#N)C2CCN3CC2)c(O)c1	3	-14	17	22	-2	-16	-2	10	25	x	x
COc1ccc(NC(=O)c2cn(CCC#N)nc2-c2ccc([N+](=O)[O-])cc2)cc1	2	-5	3	-14	11	-4	8	13	0	0	4

(continued)
SMILES	TWEAK-Fn14 inh	LMP1 NFkB inh	TROY NFkB inh	C8 TRAIL sens	NOD2 RIPK2 PPI	SRC1 inh	SRC3 inh	TLR9-MyD88 block	NR5A2 inv ag	NCOA2 inhibitor	NR2F2 inh
O=C1NCN(c2ccccc2)C12CCN(C(c1cccs1)c1nnnn1C1CCCCC1)CC2 (stereo not given)	23	x	5	-12	-3	1	11	x	12	-6	10
CCOC(=O)[C@]12Cc3cc(Cl)ccc3[C@H]1N(Cc1ccccc1)C(=O)c1cc(OC)ccc12	52*	x	29	89*	4	x	x	x	24	6	11
CC(=O)O[C@@]12CO[C@@H]1C[C@H](O)[C@@]1(C)C(=O)[C@H](O)C3=C(C)[C@@H](OC(=O)[C@H](O)[C@@H](NC(=O)c4ccccc4)c4ccccc4)C[C@@](O)([C@@H](OC(=O)c4ccccc4)C12)C3(C)C (stereo not given in full)	24	4	0	16	-10	-39	6	-7	19	-11	0
CNCCc1ccc(OC)c(OC)c1	-11	3	-2	-17	-1	-4	18	-3	11	6	21
Cc1cc(C)nc(NS(=O)(=O)c2ccc(N=Cc3c(O)n(C)c(=O)n(C)c3=O)cc2)n1	16	5	-22	10	-14	-6	5	x	5	-26	21
O=C(O)Cn1cc(C=C2C(=O)NC(=O)NC2=O)c2ccccc21	12	-8	3	1	-7	-50	21	6	11	-14	8
Cc1nnc2ccc(N3CCN(C)CC3)nn12	5	-4	-5	-4	-3	-26	2	0	18	-18	-3
COC(=O)C1=C(c2cccc(OC)c2OC)C[C@@H]2CC[C@H]1N2C	8	-2	-3	-6	-10	1	1	-6	4	-34	-1
CC(C)CCC1(CCO)C(=O)NC(=S)NC1=O	-20	5	-6	-22	-12	5	-7	2	-1	6	-4
CC(=O)N1N=C(c2cccnc2)OC1c1ccccc1Cl (stereo not given)	-12	-2	-27	-10	-6	7	0	-2	2	8	4
O=c1c2ccccc2nc(/C=C/c2ccc(F)cc2)n1-c1ccccc1O	7	-10	-3	5	-7	-1	-7	-6	-5	-7	14
COc1ccc(-n2c(-c3ccc(C)cc3)nc3ccccc3c2=O)cc1	-25	-3	-26	14	1	-18	-25	2	-20	-53	-21
Cc1nc(CCl)cc(=O)[nH]1	10	-16	14	-2	5	3	-2	5	13	-29	8
C[C@@H]1NCCc2cc(O)c(O)cc21	5	2	-2	-13	-6	0	17	4	4	6	12
COC(=O)C1=C(c2ccc3ccccc3c2)C[C@@H]2CC[C@H]1N2C(=O)NCc1ccc(F)cc1	14	-2	-1	14	4	-13	-6	1	15	-6	-3
S=P(N1CCOCC1)(N1CC1)N1CC1	2	7	-10	0	-11	-4	-5	-1	10	-17	5
CNC(=S)N1CC2CC(C1)c1cccc(=O)n1C2 (stereo not given)	2	5	-2	4	-9	-4	3	15	2	-7	-1
Cc1c(C(c2ccc(F)cc2)c2c(O)c3ccccc3oc2=O)c(=O)n(-c2ccccc2)n1C (stereo not given)	1	9	13	-14	-12	0	24	-3	13	9	-1
CCN(CC)C(=O)c1ccc(NC(=O)CCCSc2ccccc2)cc1	-4	-4	-4	-3	6	-15	13	-2	-7	-22	-5
COc1ccc(CN(CCc2c[nH]c3ccccc23)Cc2ccc(OC)cc2)cc1	-15	2	-21	9	0	-3	-1	-1	17	4	-19
CCOC(=O)c1nc2ccccc2c(=O)n1-c1cccc(C)c1	5	-7	-18	2	-8	4	-6	-5	-3	6	5
NCCCP(=O)(O)CCc1ccccc1	-4	3	-25	-3	-2	6	1	-5	10	-35	2
Cn1cc(CCC(=O)N2CCC3(CC2)OCCO3)c2ccccc21	6	-5	-1	7	1	-7	2	-4	0	4	1
COc1cccc(O)c1CN1CCCC(C(=O)c2ccccc2SC)C1 (stereo not given)	-12	2	15	10	10	0	-5	2	30	5	-2
Cc1cc(/C=C2\C(=O)NC(=O)N(Cc3ccccc3)C2=O)c(C)n1C1CC1	-5	9	-13	-9	2	-6	8	5	4	11	8
CCCCCCn1c(O)c(C=Nc2ccccc2N2CCOCC2)c(=O)[nH]c1=S	-17	x	-17	-6	-6	5	1	x	-14	2	-13
COc1ccc2c3c1OC1C(=O)CC[C@@]4(O)[C@@H](C2)N(C)CC[C@]314 (stereo not given in full)	0	-12	-16	16	-13	23	22	-10	12	19	-25
NC(=O)c1ccc(N)nc1	-4	0	4	44	-2	15	-19	-2	22	14	-1
CCOC(=O)c1c(-c2ccccc2)oc2ccc(OC(=O)N(C)C)cc12	30	-1	-10	-6	-5	-3	-2	-4	-8	9	25
Oc1ccc(Br)cc1CN1CCN(c2ccccc2)CC1	-65	3	-7	13	4	-4	-20	-1	4	-7	-4
CN(C)c1ccc(C=C2C(=O)NC(=S)NC2=O)cc1	-4	1	-12	-11	4	2	0	-2	-22	-27	0
C/C(=N\N1CCN(C)CC1)c1c(O)n(Cc2ccccc2)c(=O)[nH]c1=O	17	-4	-16	-9	-7	-6	10	8	-15	21	3
CC(C)n1c(O)c(C=NCc2cccnc2)c(=O)[nH]c1=S	12	9	2	8	-1	-2	9	-1	15	4	0
COC(=O)C1=C(c2c(C)noc2C)C[C@@H]2CC[C@H]1N2C(=O)NCCOc1ccccc1	-4	-12	10	0	-1	-9	-5	-9	12	9	2
Clc1cccc(C2NCc3ccccc3-n3cccc32)c1 (stereo not given)	6	-1	-7	-5	5	-1	18	-7	4	-5	5
OCc1cnc[nH]1	-4	-4	-5	0	-2	-40	-10	5	24	10	-10
COc1ccc(CCNCc2ccncc2)cc1OC	37	-10	-7	-9	6	1	4	3	-9	-1	-12
O=C1NCN(c2ccccc2)C12CCN(C(c1cccc3ccccc13)c1nnnn1-c1ccc3c(c1)OCCO3)CC2 (stereo not given)	37	x	10	-10	-8	9	21	x	11	-17	-1
COC(=O)C1=C(c2ccc(-c3ccccc3)c(F)c2)C[C@@H]2CC[C@H]1N2C(=O)NCc1cccc2ccccc12	33	2	26	-15	-7	4	-17	0	-10	-1	-8
O=P(NC(c1ccccc1)c1ccccc1)(Oc1ccccc1)Oc1ccccc1	-15	4	-18	11	2	13	5	3	20	-5	7
O=C(CCc1ccccc1)N1Cc2cc(-c3ccccc3)ccc2-n2nncc2C1	1	x	5	5	-1	9	9	x	1	-2	-4
CC(NC1=NCCS1)c1ccccc1 (stereo not given)	-20	-3	8	-12	4	-8	3	-25	5	-14	-7
Cc1ccc2c(c1)C(c1ccccc1)=NCC(=O)N2C	0	7	6	-10	1	8	7	-3	6	-9	-27
O=C(COC(=O)c1cccc(O)c1)Nc1ccc(Cl)cc1C(=O)c1ccccc1	4	0	18	-4	4	10	1	-1	9	11	-6
CC1CCN(C(=O)c2ccc(N3CC4CC(C3)c3cccc(=O)n3C4)c([N+](=O)[O-])c2)CC1 (stereo not given)	-8	11	-6	16	-7	-3	19	5	-3	-10	-2
CSc1ccc(CN2CCN(C(=O)COc3ccc(C)cc3)CC2)cc1	43	6	39	16	3	-13	15	-2	5	25	24
O=C1COc2ccc(C(=O)COC(=O)Cc3ccccc3)cc2N1	-7	4	-6	-30	2	-19	5	-3	-30	9	5
CN(C)c1ccc(/C=C/[N+](=O)[O-])cc1	-8	-2	12	17	28*	-38	-23	24*	-27	6	11
COc1ccc(Nc2ncc(C(=O)N3CCC4(CC3)OCCO4)c3ccccc23)cc1	17	-6	-14	3	-9	-5	14	-6	5	-37	-22
COC(=O)C(O)(c1ccc(N(C)C)cc1)C(F)(F)F (stereo not given)	-2	-9	-5	1	0	-13	-4	-5	-17	-24	12
COc1ccc2c(C)c(CCC(=O)N3C[C@H]4C[C@@H](C3)c3cccc(=O)n3C4)c(=O)oc2c1	-6	2	2	0	-3	-27	-5	-3	1	6	0
COc1ccc(NC(=O)N2CCC3(CC2)OCCO3)cc1	-6	4	-16	-5	-3	3	7	2	-18	-28	6
COC(=O)C1=C(c2ccc(OCc3ccccc3)cc2)C[C@@H]2CC[C@H]1N2C	31	-5	57*	21	-5	17	19	6	5	9	18
COCCCn1c(N)c(C(=O)NCCC(C)C)c2nc3ccccc3nc21	12	-4	12	1	-13	-7	9	-10	7	12	6

Source: PubChem BioAssay (several laboratories)
